# Screening results (PubChem)
# LAP4-GFP MLPCN: modulators of LAP4-GFP expression in yeast, primary screen, S. cerevisiae, multiplex flow cytometry, MLPCN library; 3 h; median GFP as percent of DMSO wells; GFP response vs DMSO, % at 10 µM; 320,000 tested, 0.34% active; AID 2023, 2009;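 active = GFP response vs DMSO above a set limit, about the screen mean plus 3 SD, cut at about 150% in these data; inconclusive = under 70 cell events counted for the yeast strain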
# VLA-4 inh: inhibition in human VLA-4 binding assay, primary screen, VLA-4 allosteric modulator project, MLPCN library, flow cytometry, VLA-4 expressing cells; Integrin alpha-4 (Homo sapiens), P13612; ligand binding flow cytometry; inhibition, % (about 7 µM as worked out from the volumes in the protocol); 330,000 tested, 0.2% active; AID 2557, 2010; in the data active = inhibition above about 50%
# Target sequence (P13612 whole entry, looked up): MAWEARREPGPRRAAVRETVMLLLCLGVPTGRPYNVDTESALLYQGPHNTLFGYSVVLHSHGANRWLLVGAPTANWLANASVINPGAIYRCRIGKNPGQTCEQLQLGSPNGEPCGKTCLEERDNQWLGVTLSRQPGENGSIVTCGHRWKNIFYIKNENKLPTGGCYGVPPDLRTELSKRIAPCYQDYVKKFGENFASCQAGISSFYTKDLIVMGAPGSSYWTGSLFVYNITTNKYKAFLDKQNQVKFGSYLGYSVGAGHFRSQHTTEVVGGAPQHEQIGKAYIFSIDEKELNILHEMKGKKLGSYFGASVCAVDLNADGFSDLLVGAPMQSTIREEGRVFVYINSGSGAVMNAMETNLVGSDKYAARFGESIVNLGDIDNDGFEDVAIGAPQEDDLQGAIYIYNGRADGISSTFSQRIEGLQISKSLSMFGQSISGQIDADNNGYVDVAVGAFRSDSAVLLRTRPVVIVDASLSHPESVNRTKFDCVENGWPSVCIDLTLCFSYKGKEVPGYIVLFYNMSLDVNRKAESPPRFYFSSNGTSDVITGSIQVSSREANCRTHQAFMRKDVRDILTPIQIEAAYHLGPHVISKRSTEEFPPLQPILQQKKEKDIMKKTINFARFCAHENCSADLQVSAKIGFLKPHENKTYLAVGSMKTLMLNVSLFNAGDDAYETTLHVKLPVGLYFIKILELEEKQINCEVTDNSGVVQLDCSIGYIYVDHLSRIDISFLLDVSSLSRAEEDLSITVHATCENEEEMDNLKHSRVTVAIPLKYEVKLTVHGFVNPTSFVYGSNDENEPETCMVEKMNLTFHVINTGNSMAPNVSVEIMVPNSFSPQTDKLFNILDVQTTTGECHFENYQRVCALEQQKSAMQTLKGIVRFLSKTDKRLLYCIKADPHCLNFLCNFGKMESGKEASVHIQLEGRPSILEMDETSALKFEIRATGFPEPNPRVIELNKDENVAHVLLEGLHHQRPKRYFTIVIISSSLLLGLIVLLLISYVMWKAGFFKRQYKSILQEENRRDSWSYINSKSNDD
# CIT2 TOR yeast: modulators of CIT2-GFP expression in yeast, primary screen, S. cerevisiae, GFP fusion, multiplex flow cytometry, MLPCN library; GFP response vs DMSO, % at 10 µM; S. cerevisiae CIT2-GFP strain, 3 h; 100 means same as DMSO wells; 320,000 tested, 0.065% active;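 active = GFP response relative to DMSO above a set limit, near the screen mean plus 3 SD, cut at about 150% in these data; inconclusive = Fewer than 70 cells measured for a yeast strain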;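 also: ratio of well median GFP fluorescence to mean of DMSO wells on the plate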
# MEP2 TOR yeast: modulators of MEP2-GFP levels in yeast, primary screen, S. cerevisiae, multiplex flow cytometry, MLPCN library; 330,000 tested, 0.51% active; GFP response vs DMSO, % at 10 µM; S. cerevisiae MEP2-GFP strain, 3 h; 100% = DMSO control level;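 active = GFP response versus DMSO above a set limit, roughly screen mean plus 3 SD, cut at about 180% in these data; inconclusive = fewer than 70 cells counted for a yeast strain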;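 also: median GFP fluorescence of the barcode-gated MEP2-GFP cells per well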
# CR mimetic SO: reduction of superoxide in aged yeast, primary screen, HTS; S. cerevisiae aged cells, superoxide DHE fluorescence; hits give low values; superoxide response (% of plate mean), % at 10 µM; 330,000 tested, 0.18% active; AID 2690, 2010;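 active = superoxide response under a set limit, about three screen SD below normal, cut at about 65% in these data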;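 also: yeast aged for seven days with compound at 30 °C before DHE staining; 100% = average MFI of all compound-treated wells on the plate with controls excluded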
# AGP1-GFP MLPCN: modulators of AGP1-GFP expression in yeast TOR pathway, primary screen, cell-based, multiplex flow cytometry, S. cerevisiae, MLPCN library; 3 h; GFP as percent of DMSO wells; GFP response vs DMSO, % at 10 µM; 320,000 tested, 0.02% active;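 active = GFP response relative to DMSO above a set limit, near screen average plus 3 SD, cut at about 150% in these data; inconclusive = fewer than 70 cells counted for the yeast strain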;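 also: median GFP channel fluorescence of the gated AGP1 strain per well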
# GRK2 aptamer HTS: compounds blocking aptamer binding on GRK2 – biochemical, human GRK2, bead flow cytometry, HTS, primary screen; FAM-aptamer displacement from GRK2; Beta-adrenergic receptor kinase 1 (Homo sapiens), P25098; AID 488847, 2010; inhibition of aptamer binding, % at 10 µM; 330,000 tested, 0.59% active;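 active = inhibition of aptamer binding above 40%, roughly 3 SD of noise, on plates passing a quality check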;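 also: median bead fluorescence of bound FAM aptamer so fluorescent compounds give negative values; no value below 0 was filed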
# RPL19A TOR yeast: RPL19A-GFP expression modulators in yeast, primary screen, cell-based, S. cerevisiae, multiplex flow cytometry, MLPCN; S. cerevisiae RPL19A-GFP strain, 3 h; hits give low values; percent response vs DMSO, % at 10 µM; 330,000 tested, 0.3% active; AID 2025, 2009;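 active = percent response vs DMSO below 50%; inconclusive = fewer than 70 events counted for the yeast strain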;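 also: median channel GFP fluorescence of the barcoded RPL19A-GFP strain; ratio of sample median GFP to plate DMSO average so 100% = DMSO; lower means less RPL19A-GFP as with rapamycin TOR inhibition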
# Starred values were filed as active, the others as inactive; ? = inconclusive; [ ] = another dose, or the depositor's remark.
No.	Compound	LAP4-GFP MLPCN	VLA-4 inh	CIT2 TOR yeast	MEP2 TOR yeast	CR mimetic SO	AGP1-GFP MLPCN	GRK2 aptamer HTS	RPL19A TOR yeast
1	Cc1cc(F)ccc1S(=O)(=O)Nc1ccc(C(=O)N(C)Cc2ccco2)cc1	102	-7	99	102	98	100	0	98
2	CC(Nc1cc(N2CCOCC2)ccc1[N+](=O)[O-])c1ccccc1 (stereo unspecified)	115	-4	92	93	99	97	1	90
3	CCOc1ccc(NC(=O)CSc2nc(C)c3c(c2C#N)CCCC3)cc1	101	11	95	101	96	101	0	99
4	Cc1ccc(S(=O)(=O)N2CCC(C(=O)N3CCN(Cc4ccccc4)CC3)CC2)cc1	101	-21	99	104	94	106	1	100
5	CCCNC(=O)c1cc(-c2ccc3c(c2)OCO3)on1	99	40	91	94	104	93	0	100
6	CCc1cccc2c(N=O)c(O)[nH]c12	82	18	89	85	80	90	3	87
7	CN(/N=C/c1ccccc1Cl)c1ncc(Cl)cc1C(F)(F)F	102	23	94	100	97	102	0	92
8	CN(CC(=O)Nc1cccc(Cl)c1)S(=O)(=O)c1ccc2[nH]c(=O)oc2c1	105	-8	100	102	106	105	0	99
9	O=C(Nc1ccc2c(c1)CCCN2C(=O)c1cccs1)c1c(F)cccc1F	99	3	92	99	83	91	2	94
10	CC(=O)NC(CC(=O)O)C(=O)O (stereo unspecified)	100	49	75	95	92	85	0	101
11	Cc1cc(C)n(CC(=O)NC2CCCCC2C)c(=O)c1C#N (stereo unspecified)	109	20	95	113	95	101	2	98
12	CC(=O)Nc1ccc(O)cc1[N+](=O)[O-]	94	1	107	106	94	105	0	106
13	O=c1[nH][nH]c(-c2ccccc2)c1C=Nc1ccc(OC(F)(F)F)cc1	119	-12	82	102	84	91	0	95
14	COc1ccc(N(CC(O)Cn2c(C)nc3ccccc32)S(=O)(=O)c2ccccc2)cc1 (stereo unspecified)	90	4	96	99	88	98	1	99
15	CCCCCN(C(=O)COC(=O)CSc1ccc([N+](=O)[O-])cc1)c1c(N)n(CCCC)c(=O)[nH]c1=O	98	18	90	100	99	101	1	97
16	O=C(CSc1nnc(-c2ccccc2Br)o1)N1CCc2ccccc2C1	112	-5	84	96	108	91	0	97
17	O=C(NCCc1ccccc1)[C@@H]1CC=C[C@@H]2CCN(Cc3ccc(Cl)c(Cl)c3)C(=O)[C@@H]21	98	20	102	100	95	99	0	98
18	O=C(NC(Cc1ccccc1)C(=O)O)/C(=C/c1ccc(F)cc1)NC(=O)c1ccccc1 (stereo unspecified)	99	2	102	98	79	103	0	106
19	O=C(CN1CC(=O)Oc2ccccc21)OCC(=O)c1cccc(Br)c1	100	13	95	114	115	102	5	98
20	O=C(NCc1ccccn1)C(=O)NCc1ccccn1	92	-7	104	103	96	99	3	105
21	CCc1cc2cccc(C)c2nc1SCC(=O)c1ccc(NC(C)=O)cc1	89[may fluoresce red]	-1	89[may fluoresce red]	97[may fluoresce red]	109	90[may fluoresce red]	0	?
22	CCCC1C(=O)N2C(N(C)C)=Nc3ccc(C)cc3N2C1=O (stereo unspecified)	106	36	79	99	93	85	1	101
23	CCOc1ccc(N(CC(=O)NC2CCCCCC2)S(=O)(=O)c2c(C)[nH]c(=O)[nH]c2=O)cc1	105	-2	100	110	95	104	2	100
24	O=C(NNS(=O)(=O)c1ccccc1)c1cccs1	93	0	94	87	82	108	0	104
25	Cn1c2ccccc2c2cc(/C=N/NC(=O)c3ccc(N)cc3)ccc21	104	5	85	138	106	17	0	100
26	O=C(Cn1c(=O)n(-c2cccc(C(F)(F)F)c2)c(=O)c2sccc21)NCC1CCCO1 (stereo unspecified)	95	11	108	108	84	104	0	109
27	COc1ccc2c(Cl)c(-c3nnc(SCC(N)=O)n3C)sc2c1	103	32	102	109	106	105	1	104
28	CCOC(=O)N1CCN(C(=O)c2cc(OCC)c(OCC)c(OCC)c2)CC1	97	-15	102	93	103	94	17	91
29	COc1cc(S(=O)(=O)N2CCOCC2)ccc1NC(=O)COc1ccc(N(C)S(=O)(=O)c2ccc(C)cc2)cc1	121	17	95	91	90	97	0	96
30	COc1ccc(OCC(O)Cn2c(=N)n(Cc3ccccc3)c3ccccc32)cc1 (stereo unspecified)	103	-1	110	105	80	108	0	108
31	COc1ccc(/C=C/c2onc(C)c2S(=O)(=O)N2CCC(C(=O)N3CCCCCC3)CC2)cc1	91	15	105	111	81	106	3	101
32	Cc1ccc(-n2ncc3c(=O)[nH]c(SC(C)C)nc32)cc1	113	20	111	103	113	98	0	106
33	O=C(/C(N=Nc1cccc([N+](=O)[O-])c1)=C(/O)c1ccc(Br)cc1)C(F)(F)F	118	5	93	97	102	104	0	101
34	Cc1ccc(C(=O)Nc2ccccc2C(=O)NCc2ccco2)cc1	118	1	101	109	95	106	0	104
35	CC(=O)C1C(c2ccc(F)cc2)C2C(C)=NN=C2CC1(C)O (stereo unspecified)	101	-1	104	103	85	107	1	107
36	N#CCCN(Cc1cccs1)C(=O)Nc1ccccc1	101	-14	97	96	98	103	0	98
37	Cc1ccc(-n2nnnc2SCC(=O)Nc2sccc2C#N)cc1	96	14	102	104	77	98	0	102
38	COC(=O)C1=C(C)N(C)C(=S)NC1c1c(OC)ccc2ccccc12 (stereo unspecified)	100	13	88	93	97	95	1	89
39	COc1ccc(-n2c(SCC(=O)NCc3ccco3)nc3sc4c(c3c2=O)CCN(C)C4)cc1	92	-3	97	99	91	93	0	94
40	O=C(O)c1ccccc1OCCOCCOc1ccccc1C(=O)O	80[may fluoresce violet]	0	?	147	90	24[may fluoresce violet]	0	44*[may fluoresce violet]
41	O=C(NCCOc1ccccc1F)C1CC(=O)N(Cc2ccccc2)C1 (stereo unspecified)	94	8	111	112	101	102	0	101
42	COc1ccc(Br)cc1/C=N/NC(=O)c1cccc(S(=O)(=O)N2CCOCC2)c1	97	4	94	100	106	97	3	99
43	CC1(c2nnc(-c3cccc(Cl)c3)o2)CC(c2ccccc2)=NO1 (stereo unspecified)	119	-14	85	96	90	94	0	109
44	O=C(O)CCSc1nnc(COc2cccc3ccccc23)n1-c1cccc(Cl)c1	105	1	98	98	109	101	0	96
45	CCC1CN(C(=O)NCc2ccc(C)cc2)c2cc(C)ccc2O1 (stereo unspecified)	95	2	97	118	96	89	0	106
46	CC1CN(C(=O)COc2ccc3c(-c4ccccc4)cc(=O)oc3c2)CC(C)O1 (stereo unspecified)	117	-3	102	120	95	103	0	104
47	CCOC(=O)c1cc2sccc2n1CC(=O)N1CCCC1	98	8	100	99	86	101	5	100
48	N#Cc1ccccc1OCC(=O)N(C1CCCCC1)C1CCS(=O)(=O)C1 (stereo unspecified)	106	-6	99	108	102	110	1	104
49	CC(CNC(=O)Cn1cnc2c(OCc3ccccc3)ncnc21)c1ccccc1 (stereo unspecified)	87	13	91	93	101	89	0	88
50	CC1CCN(C(=S)SCc2nc(N)nc(Nc3ccccc3)n2)CC1	113	-7	98	95	90	103	2	102
51	O=C(Nc1ccc(NC(=O)c2cccs2)cc1)c1ccc(Br)o1	107	3	110	103	99	102	0	102
52	COc1cc(C2NC(=O)CCC2[N+](=O)[O-])c(OC)cc1Br (stereo unspecified)	99	14	98	112	120	99	0	106

# Reformatted with values under each structure: entries from further up.
# Values in the order – LAP4-GFP MLPCN, VLA-4 inh, CIT2 TOR yeast, MEP2 TOR yeast, CR mimetic SO, AGP1-GFP MLPCN, GRK2 aptamer HTS, RPL19A TOR yeast
[17] O=C(NCCc1ccccc1)[C@@H]1CC=C[C@@H]2CCN(Cc3ccc(Cl)c(Cl)c3)C(=O)[C@@H]21
→ 98, 20, 102, 100, 95, 99, 0, 98
[18] O=C(NC(Cc1ccccc1)C(=O)O)/C(=C/c1ccc(F)cc1)NC(=O)c1ccccc1 (stereo unspecified)
→ 99, 2, 102, 98, 79, 103, 0, 106
[19] O=C(CN1CC(=O)Oc2ccccc21)OCC(=O)c1cccc(Br)c1
→ 100, 13, 95, 114, 115, 102, 5, 98
[20] O=C(NCc1ccccn1)C(=O)NCc1ccccn1
→ 92, -7, 104, 103, 96, 99, 3, 105
[21] CCc1cc2cccc(C)c2nc1SCC(=O)c1ccc(NC(C)=O)cc1
→ 89[may fluoresce red], -1, 89[may fluoresce red], 97[may fluoresce red], 109, 90[may fluoresce red], 0, ?
[22] CCCC1C(=O)N2C(N(C)C)=Nc3ccc(C)cc3N2C1=O (stereo unspecified)
→ 106, 36, 79, 99, 93, 85, 1, 101
[23] CCOc1ccc(N(CC(=O)NC2CCCCCC2)S(=O)(=O)c2c(C)[nH]c(=O)[nH]c2=O)cc1
→ 105, -2, 100, 110, 95, 104, 2, 100
[24] O=C(NNS(=O)(=O)c1ccccc1)c1cccs1
→ 93, 0, 94, 87, 82, 108, 0, 104
[25] Cn1c2ccccc2c2cc(/C=N/NC(=O)c3ccc(N)cc3)ccc21
→ 104, 5, 85, 138, 106, 17, 0, 100
[26] O=C(Cn1c(=O)n(-c2cccc(C(F)(F)F)c2)c(=O)c2sccc21)NCC1CCCO1 (stereo unspecified)
→ 95, 11, 108, 108, 84, 104, 0, 109
[27] COc1ccc2c(Cl)c(-c3nnc(SCC(N)=O)n3C)sc2c1
→ 103, 32, 102, 109, 106, 105, 1, 104
[28] CCOC(=O)N1CCN(C(=O)c2cc(OCC)c(OCC)c(OCC)c2)CC1
→ 97, -15, 102, 93, 103, 94, 17, 91
[29] COc1cc(S(=O)(=O)N2CCOCC2)ccc1NC(=O)COc1ccc(N(C)S(=O)(=O)c2ccc(C)cc2)cc1
→ 121, 17, 95, 91, 90, 97, 0, 96
[30] COc1ccc(OCC(O)Cn2c(=N)n(Cc3ccccc3)c3ccccc32)cc1 (stereo unspecified)
→ 103, -1, 110, 105, 80, 108, 0, 108
[31] COc1ccc(/C=C/c2onc(C)c2S(=O)(=O)N2CCC(C(=O)N3CCCCCC3)CC2)cc1
→ 91, 15, 105, 111, 81, 106, 3, 101
[32] Cc1ccc(-n2ncc3c(=O)[nH]c(SC(C)C)nc32)cc1
→ 113, 20, 111, 103, 113, 98, 0, 106
[33] O=C(/C(N=Nc1cccc([N+](=O)[O-])c1)=C(/O)c1ccc(Br)cc1)C(F)(F)F
→ 118, 5, 93, 97, 102, 104, 0, 101
[34] Cc1ccc(C(=O)Nc2ccccc2C(=O)NCc2ccco2)cc1
→ 118, 1, 101, 109, 95, 106, 0, 104
